Bioassay records (PubChem BioAssay)
CF NFkB inh – blocks PAF-induced NF-kB reporter in cystic fibrosis cells | inhibition, % at 5 µM | KKLEB NF-kB-GFP reporter, GFP fluorescence overnight | hit rate 0.86% among 360,000;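 active means at least 50% inhibition at 5 µM, scaled per plate between neutral and stimulator controls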;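 further: PAF is a Pseudomonas aeruginosa culture filtrate used as stimulus; plate controls were PAF-stimulated DMSO wells for no effect and unstimulated DMSO wells for full effect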
KKLEB cytotox – reduces viability of KKLEB cystic fibrosis airway cells. activity change (cytotoxicity), % at 5 µM. KKLEB CF airway cells viability, ATPlite luminescence, overnight; hits give low values; cells stimulated with P. aeruginosa culture filtrate. AID 602141. hit rate 0.36% among 360,000;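 active means corrected activity change at or below -50% at 5 µM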
HIF-2a inh – HIF-2a inhibition | 786-0 RCC cells HIF-2a reporter, luciferase luminescence, overnight | inhibition, % at 18.8 µM | hit rate 0.72% among 360,000 | AID 624352;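 active means inhibition of the luminescence signal of 40% or more relative to plate controls, in a single-dose primary screen at 18.75 µM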
Peg3 promoter – inhibitors of Peg3 promoter. HeLa PEG-Prom luciferase reporter, luminescence, overnight. inhibition, % at 20 µM. hit rate 1.7% among 360,000. AID 588405;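 active means inhibition of at least 50% at 20 µM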
Shn3 inh set2 – inhibitors of Schnurri-3 3'UTR reporter in osteoblasts. Clone20 osteoblast Shn3 3'UTR firefly luciferase, 24 h. inhibition, % at 12.5 µM. hit rate 0.52% among 360,000;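 active means mean inhibition of at least 75% with every replicate also reaching 75%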;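 further: 0% = median of neutral control wells and 100% = pilot-screen positive control compound; some compounds past the cut are filed as inactive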
aDG glyco act – alpha-DG glycosylation activation. hit rate 0.22% among 360,000. activation, % at 10 µM. Pro5-aDG cells, alpha-DG glycosylation AlphaScreen (IIH6); 0% Pro5, 100% B10-LARGE cell signal;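 active means activation of at least 8% versus controls, or a plate z-score of at least 8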;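 further: Pro5 are CHO cells carrying HIG-tagged alpha-DG that lacks glycosylation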
NR2E3 ag-1 – activates human NR2E3 receptor; Q9Y5X4; CHO-S Gal4-NCOR/VP16-NR2E3 two-hybrid, luciferase; inhibition of corepressor binding, % at 3.98 µM; hit rate 0.35% among 360,000; AID 602229;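 active means inhibition above the mean of all tested compounds plus 3 SD, cut at about 70% in these data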;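 further: 0% = DMSO with NR2E3 transfected cells and 100% = cells lacking NR2E3 construct; higher means lower luciferase signal from less NR2E3 corepressor binding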
Target sequence (Q9Y5X4 whole entry, looked up, the tested form may be a part): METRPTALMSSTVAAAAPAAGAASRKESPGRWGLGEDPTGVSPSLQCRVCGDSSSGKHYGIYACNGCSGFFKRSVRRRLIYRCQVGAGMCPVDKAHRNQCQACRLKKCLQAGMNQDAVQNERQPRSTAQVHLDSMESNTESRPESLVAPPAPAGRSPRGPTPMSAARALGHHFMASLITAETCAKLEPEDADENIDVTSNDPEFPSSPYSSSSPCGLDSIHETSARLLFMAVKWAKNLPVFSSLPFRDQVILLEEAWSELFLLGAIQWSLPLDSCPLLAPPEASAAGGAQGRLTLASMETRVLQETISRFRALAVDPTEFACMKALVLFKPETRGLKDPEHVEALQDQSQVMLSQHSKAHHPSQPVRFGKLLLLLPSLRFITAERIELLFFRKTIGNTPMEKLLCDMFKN
TWEAK-Fn14 inh – blocks TWEAK-Fn14 interaction in a reporter cell assay; TWEAK-stimulated Fn14 reporter cells, luciferase luminescence, 8 h; inhibition, % at 10 µM; hit rate 2% among 360,000; in the data active means inhibition above about 50%
hiPSC survival – increases survival of single human iPS cells. hiPSC single-cell survival, ATPlite luminescence; 100% = ROCK inhibitor wells, 0% = DMSO. survival enhancement, % at 20 µM. hit rate 0.044% among 360,000; in the data active means survival enhancement above about 18%;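 further: cells exposed to compounds for 16 hours before the ATP read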
MITF TRPM1 inh – inhibitors of MITF-driven TRPM1 promoter in melanoma cells; SK-MEL-5 TRPM1 promoter luciferase, 24 h; inhibition, % at 12.5 µM; hit rate 0.83% among 330,000;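 active means mean inhibition across replicates of 60% or more, whatever share of single replicates reaches that level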; further: values of inactives mirror those of a sister screen read the other way
NR2E3 ag-2 – NR2E3 (human) agonism; GST-NR2E3/biotin-RetCOR TR-FRET, 1536-well; inhibition of corepressor binding, % at 4.78 µM; hit rate 0.12% among 320,000; AID 2300;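 active means percent inhibition above the cutoff of mean plus 3 SD of all tested compounds, set per screening campaign, cut at about 20% in these data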;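 further: 0% = DMSO wells and 100% = biotin wells as full block of FRET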
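System: GST-tagged NR2E3 plus biotinylated RetCOR corepressor; Buffer or medium: pH 7.5 Tris-based buffer; Probe or stimulus: RetCOR corepressor, biotinylated, 7 nM; Doses: compound at 4.8 µM, single dose; Schedule: 5 h incubation at 4 °C; Technique: time-resolved FRET; Evaluation: percent inhibition of TR-FRET ratio; Replication: one well per compound, singlicate testing.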
* marks the source's active call; other numbers are inactive results; x = not tested or not shown.

SMILES	Shn3 inh set2	aDG glyco act	CF NFkB inh	Peg3 promoter	MITF TRPM1 inh	KKLEB cytotox	HIF-2a inh	NR2E3 ag-2	hiPSC survival	TWEAK-Fn14 inh	NR2E3 ag-1
Cc1ccccc1-n1c(C)nnc1SCC(=O)NC1CCCc2ccccc21 (centres undefined)	0	0.0	14	-11	12	-14	-7	-3	-1.1	5	-40
CC(C)NC(=O)C(Cc1ccccc1)N1C(=O)c2ccccc2C1=O (centres undefined)	-13	-0.1	-2	0	-3	-4	-3	-1	0.0	-16	10
O=C(COC(=O)c1cnccn1)c1ccc2ccccc2c1	-7	0.4	-3	5	2	10	15	4	-0.5	40	-4
COc1ccc(N(CC(=O)NCc2ccc(C)cc2)S(=O)(=O)c2ccccc2[N+](=O)[O-])c(OC)c1	4	-0.3	11	4	9	3	24	3	-1.8	2	-14
Cc1nc(SCC(=O)N2c3ccccc3NC(=O)CC2C)c2c(C)c(C)sc2n1 (centres undefined)	9	0.2	4	-6	20	-11	23	x	-0.2	1	-28
CCOc1ccc(NS(=O)(=O)c2ccc(C(=O)N(C)CC(=O)Nc3ccccc3Br)cc2)cc1	4	-0.2	-4	11	4	-1	19	x	-0.5	13	-4
C/C(=N/NC(=O)c1ccoc1C)c1ccc(NC(=O)c2ccncc2)cc1	-16	-0.3	0	-40	9	8	-31	1	-1.8	-10	-146
O=S(=O)(c1ccc(Br)s1)N1CCC(Cc2ccccc2)CC1	20	0.0	10	18	9	-6	19	3	5.2	11	-12
COC(=O)[C@]12CCCCC=C1N(Cc1ccc(Cl)cc1Cl)C(=O)[C@H](CC(=O)NCc1ccccc1)C2	x	-0.1	x	x	x	x	-8	x	-0.2	12	0
NC(=O)C1CCN(Cc2nc3cc(C(F)(F)F)ccc3c(=O)[nH]2)CC1	17	0.0	10	1	4	8	16	-3	-0.7	-5	0
CC(C)(C)NC(=O)c1cccc(NC(=O)c2ccco2)c1	-12	0.3	1	-21	-1	0	-47	0	0.7	-4	-11
COc1ccc(CNC(=O)c2c(-c3c(F)cccc3Cl)noc2C)cc1	-7	0.1	5	6	8	4	11	-3	-0.3	-3	-21
COc1ccc(NC(=O)CCS(=O)(=O)c2ccc(Br)s2)cc1	23	-0.1	7	-7	x	1	-7	1	-0.4	10	-8
O=C(C1=C(O)C(=O)N(Cc2ccccc2)C1c1ccncc1)c1ccco1 (centres undefined)	5	-0.2	-5	9	5	9	5	4	-2.6	1	-19
O=C(NC1CCCC1)C1c2ccccc2C(=O)N1C1CCCCC1 (centres undefined)	0	0.1	-3	-4	2	5	8	2	-4.1	-10	-6
CC(=O)[C@@]1(O)CCC2C3C=CC4=CC(=O)CC[C@]4(C)C3CC[C@@]21C (some centres undefined)	-1	0.0	8	2	-10	-5	5	-1	-0.1	1	-3
c1ccc(C2=Nn3c(nnc3-c3cccs3)SC2)cc1	8	0.1	-12	8	-8	-13	-1	0	-0.4	-1	-9
CC1CCCC=CC2CC(OC(=O)CN(C)C)CC2C(O)C=CC(=O)O1 (centres undefined)	63	-0.4	71*	55*	76*	-41	37	x	-2.5	41	68
CC(=O)N1CCN(S(=O)(=O)c2ccc(C)cc2)C1C(C)C (centres undefined)	-11	-0.1	-8	8	6	1	20	4	6.0	10	-32
OC(CNCCNc1ncccc1C(F)(F)F)Cn1ccc2ccccc21 (centres undefined)	-12	0.6	9	15	-14	-8	4	4	-0.7	-11	-23
CC(C)CCN(C)C1CCN(C(=O)Nc2c(F)cccc2F)CC1	-25	-0.1	-8	8	5	10	8	4	2.7	-3	-3
Cn1c(=O)c2cc(S(=O)(=O)NC(Cc3ccccc3)C(=O)NCc3ccco3)ccc2n(C)c1=O (centres undefined)	-9	-0.1	-6	4	-23	-12	4	3	-0.2	4	10
O=C(COc1ccc2ccc(=O)oc2c1)N1CC[C@@]2(O)CCCC[C@H]2C1	-10	-0.2	-3	9	4	-4	-1	1	1.0	2	19
Cc1ccccc1C(=O)NNC(=O)C(C)N1C(=O)c2ccccc2C1=O (centres undefined)	-2	-0.1	-6	7	7	9	14	2	1.0	-1	-16
CCCc1[nH]nc2c1C(c1ccc(OC)c(CSC3=NCCS3)c1)C(C#N)=C(N)O2 (centres undefined)	-12	0.1	23	26	0	-20	35	-3	-1.6	-9	-21
O=[N+]([O-])c1ccc(-c2nc(Nc3cccc(O)c3)c3ccccc3n2)cc1	26	-0.3	-24	81*	-5	-13	-40	-2	-0.6	80*	-10
COc1ccc(-c2cc(C(F)F)n3ncc(C(=O)N4CCc5ccccc5C4)c3n2)cc1	18	1.0	-3	24	-2	-15	33	1	4.8	22	17
CCOc1ccc(S(=O)(=O)Nc2ccc3c(c2)OCO3)c2cccnc12	-14	-0.1	3	-24	1	5	-55	-3	-2.5	-21	16
Cc1ccccc1C(=O)c1cccn1CC(=O)NCc1cccc(Cl)c1	-7	0.2	-18	-108	-43	21	-143	-3	-0.5	-1	-5
CN(c1ccccc1)c1nc(N)c([N+](=O)[O-])c(N2CCCCC2)n1	-15	-0.1	10	-53	-10	-12	-136	3	0.4	-1	-37
O=C(COc1ccc([N+](=O)[O-])cc1)NCCC1=CCCCC1	-23	0.0	-13	14	1	6	16	-1	0.1	-11	-52
O=C(CSc1nnc(CNC(=O)c2ccco2)o1)c1ccccc1	-8	0.5	10	3	1	7	4	-1	-1.5	-14	-40
CC(N)C12CC3CC(CC(O)(C3)C1)C2 (centres undefined)	-11	0.0	2	1	1	13	15	-2	-2.4	11	5
CCN(CC)c1nc2cc(C)ccc2cc1/C=C(\C#N)C(N)=O	2	0.1	12	9	4	-3	7	5	1.7	-5	-3
Cc1cnc(NC(=O)Cc2ccc(C)c(C)c2)s1	9	0.0	-6	-46	-7	2	-58	1	0.1	-8	18
NC(=O)[C@H](Cc1cc2ccccc2s1)NC(=O)[C@@H]1CC2(CC(c3cccc(NC(=O)[C@@H]4CCC(=O)N4)c3)=NO2)CN1C(=O)/C=C/Sc1ccccc1 (some centres undefined)	0	-0.3	-4	-39	9	-13	-22	-2	0.8	-10	-19
O=C(NCc1nnnn1-c1ccc(F)cc1)c1ccc([N+](=O)[O-])o1	-27	2.0	15	3	34	4	5	-2	-0.2	23	10
Cc1ccccc1Nc1ccc(S(=O)(=O)N2CCOCC2)cc1[N+](=O)[O-]	11	-0.1	-5	59*	-1	4	13	-1	-2.6	5	-24
Clc1ccc(-c2cccc3nccn23)cc1	2	0.4	0	-104	x	4	-94	x	0.0	-3	-14
Cc1nc2ccc(C(=O)O)cc2nc1C	-43	-0.1	5	6	-3	-4	7	-1	-0.8	-7	-14
CCCCCn1c(NC2CCCCC2)nc2c1c(=O)[nH]c(=O)n2C	10	0.0	0	20	10	-7	24	2	-1.2	-13	-26
CN(C)S(=O)(=O)c1cccc(NC(=O)CSc2nc3ccccc3n2-c2ccccc2)c1	19	0.1	11	21	11	18	19	0	2.0	33	5
O=C1NC[C@@H](CCCCN2C[C@H](Cc3ccc(O)cc3)N(CCc3ccc(O)cc3)C(=O)C2=O)N(Cc2ccccc2)C1=O	x	-0.1	x	x	x	x	7	x	2.3	-4	-19
COc1ccc(-c2cc(C(F)(F)F)nc(SCC(=O)N(C)Cc3cnn(C)c3C)n2)cc1OC	-24	-0.3	-5	-2	6	-6	9	-3	-1.8	14	-24
COc1cc(-c2c(-c3cccc(C)c3)oc3ccccc23)cc(OC)c1OC	11	1.7	-1	2	-6	-8	-7	6	5.1	10	8
COC(=O)c1ccc(C2/C(=C(/O)c3ccc(OC)cc3)C(=O)C(=O)N2c2cc(C)on2)cc1 (centres undefined)	-3	-0.4	16	-3	-4	-7	-32	7	5.2	-19	-44
CC(C)(C)c1cc(S(=O)(=O)CCc2ccncc2)cc(C(C)(C)C)c1F	2	0.0	2	1	-4	-2	11	5	-0.2	-8	2
CN1CCN(C(=O)Cn2ncc3c([nH]c4ccccc43)c2=O)CC1	4	0.0	-2	-8	-6	-2	-1	0	0.1	0	-13
COc1ccccc1-n1c(C)c2c(OC)cccc(=O)c2c1C	-12	-0.3	9	13	-3	8	7	-3	1.9	-1	-15
O=C1N(Cc2cccc(Cl)c2)C[C@@H]2C[C@@H](c3cccn3-c3cccnc3)N3CCC[C@@]123	-6	0.7	36	15	17	-14	22	-3	-1.7	-4	-28

(cont.)
SMILES	Shn3 inh set2	aDG glyco act	CF NFkB inh	Peg3 promoter	MITF TRPM1 inh	KKLEB cytotox	HIF-2a inh	NR2E3 ag-2	hiPSC survival	TWEAK-Fn14 inh	NR2E3 ag-1
NC(=O)COC(=O)/C=C/c1cccc(Br)c1	22	-0.1	2	10	2	1	6	-1	-2.3	-6	-5
Cc1ccc(CNC(=O)CSc2ccc(-c3ccccn3)nn2)cc1	-18	0.0	7	-11	5	-2	-11	1	-0.2	-3	-10
CCn1nc(C)c(CN2CCC(n3nccc3NC(=O)CCCc3ccccc3)CC2)c1C	24	1.4	-26	-4	1	17	7	1	-0.3	-4	-3
CCOc1cc(C(=O)NC)cc(Br)c1OCc1ccccc1	15	0.5	-13	25	10	-4	29	-1	1.0	-5	-11
O=C(O)c1ccccc1C=NN=C1c2ccccc2-c2ccccc21	-16	-0.1	-59	-94	-15	-7	-119	x	8.5	-32	6
CN1CCN(c2cc3c(cc2F)c(=O)c(C(=O)O)cn3CCF)CC1	x	-0.1	-17	13	2	14	10	1	-0.9	-6	3
COc1ccc(S(=O)(=O)N(C)C[C@H]2OCCCC[C@H](C)Oc3ccc(NC(=O)Nc4ccc(F)cc4)cc3C(=O)N([C@H](C)CO)C[C@H]2C)cc1	17	-0.1	18	-3	x	-11	9	x	-1.9	-2	-32
Fc1cccc(NC(=S)Nc2cccc3ccccc23)c1	1	0.0	10	-31	15	12	-69	1	-0.4	-1	6
COc1ccc(-c2nc(CSCC(=O)NCCCN3CCCC3=O)c(C)o2)cc1	0	-0.2	-3	0	8	12	8	0	1.1	22	-9
Cc1c(NS(=O)(=O)c2cc(C(=O)NCc3ccco3)cc(Cl)c2Cl)c(=O)n(-c2ccccc2)n1C	3	0.1	-27	-5	8	16	1	-2	-0.4	24	31
O=C(C1CCN(c2ccc(N3CCOCC3)nn2)CC1)N1CCc2ccccc2C1	-50	0.2	14	1	-6	-8	-27	1	-1.4	-15	-18
O=C1c2ccccc2C(=O)N1c1nc(-c2cccs2)cs1	-15	-0.1	16	-27	14	-10	-33	4	0.1	-2	0
